Source: PubChem BioAssay (National Center for Advancing Translational Sciences (NCATS))
TRHR agonist: activates the human TRH receptor. P34981. TRHR cells, calcium flux fluo-8, FDSS agonist mode. activation, % at 2 µM. hit rate 0.18% among 360,000. AID 493084; in the data active = activation above about 30%; also: 0% is about no effect
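In this calcium-flux screen, cells bearing human TRHR are dye-loaded with fluo-8, baselined for 10 cycles, then exposed to library compounds; positive kinetic calcium responses during the agonist phase mark hits, with TRH as control.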
Pol beta inh: inhibitors of human DNA polymerase beta; Potency, µM (doses to about 114 µM), inactives show top-dose activity change, negative = inhibition, usual class: inhibitors; Pol beta primer extension/strand displacement, fluorescence kinetic; P06746; hit rate 1.3% among 340,000; also: potency is read from the fitted curve at half-maximal effect; % is scaled to controls: 0 for no effect and ±100 for the full control effect
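Values derive from four-parameter Hill fits of normalized kinetic data: reads at 0 and 10 min following addition of 50 nM substrate to 10 nM Pol beta preincubated 15 min with compound.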
ERG-DNA inh: blocks human ERG Ets domain binding to DNA | fluorescence polarization, His-ERG Ets domain / labelled DNA | P11308 | hit rate 0.028% among 370,000 | Potency, µM (highest dose often 76.9 µM), without a hit: at the highest dose FP activity, negative = inhibition, most hits filed as inhibitors; active = well fitted inhibition curve with a large enough effect in the polarisation, with a control signal flat; inconclusive = small, poorly fitted or top-dose-only effect, or effect the other way, or a change in a side signal; inactive = no such curve, though single readings can be large or run the other way; the % refers to the polarisation;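 also: polarization taken with two DNA probes labelled with fluorescein and Texas red; potency is read from the fitted curve at half-maximal effect; % of control where 0% means no effect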
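His-tagged ERG Ets domain (1 uM in the protein solution; 300mM KCl, 50mM Tris-HCl, 1mM EDTA, 1mM DTT, pH 7.5) received compound, then a probe mix of 5 nM fluorescein-DNA and 100nM Texas-615-DNA. Fluorescence polarization was read for both dyes.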
APE1 inh: inhibitors of human APE1 endonuclease; P27695; recombinant APE1, TAMRA/BHQ-2 abasic DNA cleavage fluorescence; Potency, µM (highest dose often 65.8 µM), for inactives: at the highest dose activity change, negative = inhibition, most hits filed as inhibitors; hit rate 0.35% among 350,000; AID 2517;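 also: potency is read from the fitted curve at half-maximal effect; plate controls were vehicle for no effect and reference inhibitor for full effect; nearly all actives have a fitted effect of over 55% in size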
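Step 1: APE1 (0.75 nM) with compound, 15 min RT. Step 2: add 50 nM fluorophore/quencher THF duplex. Step 3: three fluorescence reads 60 s apart (525/598 nm); read 3 minus read 1 = reaction progress.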
ALOX12 inh: blocks human arachidonate 12S-lipoxygenase | hit rate 1.1% among 580,000 | Potency, µM (top dose mostly 108 µM), for the others: at the highest dose activity change, negative = inhibition, most hits filed as inhibitors | purified 12hLO, xylenol orange hydroperoxide absorbance | P18054; also: potency is read from the fitted curve at half-maximal effect; % is scaled to controls: 0 for no effect and ±100 for the full control effect
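Purified human 12hLO at 150 nM in 25 mM Hepes, 0.01% Triton X-100, pH 7.0, preincubated 15 min at room temperature with compound. Reaction started with 40 uM arachidonic acid, 30 min at room temperature. Hydroperoxide measured by Fe-xylenol orange, 573/405 nm absorbance ratio.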
Pol kappa inh: blocks human DNA polymerase kappa activity. Q9UBT6. purified Pol kappa, fluorescent DNA synthesis assay, 10 min. Potency, µM (doses to about 107 µM), without a hit: at the top dose activity, negative = inhibition, usual class: inhibitors. hit rate 0.53% among 400,000. AID 588579; also: potency is read from the fitted curve at half-maximal effect; % is scaled to controls: 0 for no effect and ±100 for the full control effect
Target sequence (Q9UBT6 whole entry, looked up): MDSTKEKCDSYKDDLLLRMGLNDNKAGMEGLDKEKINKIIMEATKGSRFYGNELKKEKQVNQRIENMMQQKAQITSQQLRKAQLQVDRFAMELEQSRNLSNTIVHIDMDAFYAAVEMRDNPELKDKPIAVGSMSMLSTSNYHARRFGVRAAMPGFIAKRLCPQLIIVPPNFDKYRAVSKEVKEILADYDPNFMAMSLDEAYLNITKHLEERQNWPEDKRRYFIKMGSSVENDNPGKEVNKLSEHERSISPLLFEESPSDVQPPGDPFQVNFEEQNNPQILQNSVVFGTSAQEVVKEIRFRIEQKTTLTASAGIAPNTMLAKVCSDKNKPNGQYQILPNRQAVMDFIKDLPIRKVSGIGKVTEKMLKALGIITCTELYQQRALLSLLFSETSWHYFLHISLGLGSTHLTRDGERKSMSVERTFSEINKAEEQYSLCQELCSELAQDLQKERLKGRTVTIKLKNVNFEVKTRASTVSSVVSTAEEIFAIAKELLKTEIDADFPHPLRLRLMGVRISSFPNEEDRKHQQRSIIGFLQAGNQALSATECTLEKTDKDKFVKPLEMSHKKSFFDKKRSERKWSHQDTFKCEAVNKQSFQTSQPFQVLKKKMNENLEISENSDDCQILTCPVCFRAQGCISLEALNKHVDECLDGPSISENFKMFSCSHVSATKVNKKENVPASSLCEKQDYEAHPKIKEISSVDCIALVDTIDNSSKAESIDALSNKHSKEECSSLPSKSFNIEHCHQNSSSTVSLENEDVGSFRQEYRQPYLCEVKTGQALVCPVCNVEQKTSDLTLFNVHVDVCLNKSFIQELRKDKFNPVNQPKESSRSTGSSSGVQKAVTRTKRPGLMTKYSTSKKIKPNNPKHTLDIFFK
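10 nM Pol kappa preincubated 15 min at room temperature with compounds, then reaction started with substrate at 50 nM final. Fluorescence read kinetically at 0 and 10 min; buffer-only wells served as negative control.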
BLM helicase inh: blocks DNA unwinding by human BLM helicase; AID 2528; P54132; Potency, µM (doses to about 56.1 µM), for inactives: top-dose activity change, negative = inhibition, usual class: inhibitors; recombinant BLM DNA unwinding, fluorescence dequenching; hit rate 0.2% among 350,000;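 also: potency is read from the fitted curve at half-maximal effect; plate controls were vehicle for no effect and no enzyme for full effect; nearly all actives have a fitted effect of over 35% in size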
Pol iota inh: blocks human DNA polymerase iota activity | Potency, µM (doses to about 115 µM), for the others: at the top dose activity, negative = inhibition, hits mostly inhibitors | hit rate 1% among 390,000 | Pol iota fluorescent replication assay, 10 min; also: potency is read from the fitted curve at half-maximal effect
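Fluorescent replication assay read twice, at 0 min and 10 min after adding 50 nM (final) substrate. Enzyme (10 nM) and compounds were first incubated 15 min at room temperature; enzyme-free buffer wells were negative controls.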
Anesthetic bind: binds horse apoferritin like a general anesthetic | apoferritin/1-aminoanthracene competitive binding, fluorescence | Potency, µM (series often up to 77.5 µM), for the others: at the highest dose activity change, negative = displacement, hits mostly inhibitors | hit rate 0.074% among 350,000; also: potency is read from the fitted curve at half-maximal effect; % is scaled to controls: 0 for no effect and ±100 for the full control effect; nearly all actives have a fitted effect of over 20% in size
Target sequence (P02791 2-175 limits assumed): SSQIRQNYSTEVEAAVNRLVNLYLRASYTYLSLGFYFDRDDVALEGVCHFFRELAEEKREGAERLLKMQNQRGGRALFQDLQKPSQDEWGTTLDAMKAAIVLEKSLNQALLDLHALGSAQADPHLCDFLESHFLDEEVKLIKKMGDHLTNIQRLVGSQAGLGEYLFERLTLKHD
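Concentration-response curves derived by four-parameter Hill fitting of normalized fluorescence, where compounds displaced 1-AMA from 10 uM horse apoferritin following a brief 10 min room-temperature incubation; propofol titration acted as positive control.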
* = called active by the depositor; & = joins results of further samples; [ ] = remark or other dose. Unless noted, calls follow the shape of the dose curve; as a rule, active = well fitted curve in the direction sought with a large enough effect; inconclusive = small, poorly fitted or top-dose-only effect, or another doubt; inactive = no such curve, though single readings can be large; an effect the other way counts as inactive or inconclusive.

Results for COc1ccc(CN2C(=O)c3oc4ccccc4c(=O)c3C2c2ccc(O)c(OC)c2)cc1 (stereo not drawn) ?
TRHR agonist: -1.1&1.0; Pol beta inh: -25%&-10%; ERG-DNA inh: 2%&-2%; APE1 inh: 3%; ALOX12 inh: inconclusive; Pol kappa inh: 6%; BLM helicase inh: 3%&-7%; Pol iota inh: 21%&8%; Anesthetic bind: -1%&-7%

What do the screens show for `CCOC(=O)c1c(CSc2ccsc2)n(C)c2cc(Br)c(O)c(CN(C)C)c12`?
TRHR agonist: -1.1; Pol beta inh: 1%; ERG-DNA inh: 3%; APE1 inh: -5%; ALOX12 inh: inconclusive; Pol kappa inh: -7%; BLM helicase inh: 5%; Pol iota inh: 20%; Anesthetic bind: -10%

How did COc1ccccc1NC(=S)NC(=O)CC(C)C do in these assays?
TRHR agonist: -0.5; Pol beta inh: 32%; ERG-DNA inh: -4%; APE1 inh: 16%; ALOX12 inh: 0%; Pol kappa inh: -3%; BLM helicase inh: -6%; Pol iota inh: 11%; Anesthetic bind: -23%

Results for CCOC(=O)c1ccc(Nc2c(-c3ccc(N(C)C)cc3)nc3nc[nH]n23)cc1 ?
TRHR agonist: 1.6; Pol beta inh: 5%; ERG-DNA inh: 4%; ALOX12 inh: -11%; Pol kappa inh: -10%[60.1 µM]; BLM helicase inh: 1%; Pol iota inh: 2%; Anesthetic bind: -2%

How did Cc1cccc(-n2ncc3c(NCCOCCO)ncnc32)c1 do in these assays?
TRHR agonist: -0.1; Pol beta inh: 1%; ERG-DNA inh: 0%; ALOX12 inh: -8%; Pol kappa inh: -7%[60.1 µM]; BLM helicase inh: -3%; Pol iota inh: -20%; Anesthetic bind: -5%

How did O=C(Cn1cnc2c(nnn2Cc2ccccc2)c1=O)c1ccccc1 do in these assays?
TRHR agonist: -0.2; Pol beta inh: 26%; ERG-DNA inh: 1%; APE1 inh: 1%; ALOX12 inh: 18%[57.4 µM]; Pol kappa inh: 15%; BLM helicase inh: 1%; Pol iota inh: -11%; Anesthetic bind: -7%

How did O=C(CSc1ccc(-c2ccco2)nn1)c1ccc(F)cc1 do in these assays?
TRHR agonist: -0.1; Pol beta inh: inconclusive; ERG-DNA inh: -5%; APE1 inh: -8%; ALOX12 inh: 28µM*; Pol kappa inh: 32µM*; BLM helicase inh: -8%; Pol iota inh: 14µM*; Anesthetic bind: -1%

What do the screens show for `CN1CCC(=C(c2ccccc2)c2ccc(Br)cc2)CC1`?
ERG-DNA inh: -5%; ALOX12 inh: inconclusive; Pol kappa inh: -12%; Pol iota inh: -12%

Results for Cc1cccc(OCC(=O)Nc2ccccc2C(=O)OCc2cc(=O)n3ccsc3n2)c1 ?
TRHR agonist: -1.2; Pol beta inh: 12%; ERG-DNA inh: 4%; ALOX12 inh: -23%; Pol kappa inh: -6%[60.1 µM]; BLM helicase inh: -12%; Pol iota inh: -25%; Anesthetic bind: -2%

What do the screens show for `Cc1nnc(NCc2ccccc2)c2c1nnn2Cc1ccccc1Cl`?
TRHR agonist: 0.2; Pol beta inh: 0%; ERG-DNA inh: -6%; ALOX12 inh: -9%; Pol kappa inh: -13%; BLM helicase inh: -1%; Pol iota inh: 32%[activator]; Anesthetic bind: -3%

Reprinted from the results shown (two entries):
Results for COc1ccc(CN2C(=O)c3oc4ccccc4c(=O)c3C2c2ccc(O)c(OC)c2)cc1 (stereo not drawn) ?
TRHR agonist: -1.1&1.0; Pol beta inh: -25%&-10%; ERG-DNA inh: 2%&-2%; APE1 inh: 3%; ALOX12 inh: inconclusive; Pol kappa inh: 6%; BLM helicase inh: 3%&-7%; Pol iota inh: 21%&8%; Anesthetic bind: -1%&-7%

What do the screens show for `CCOC(=O)c1c(CSc2ccsc2)n(C)c2cc(Br)c(O)c(CN(C)C)c12`?
TRHR agonist: -1.1; Pol beta inh: 1%; ERG-DNA inh: 3%; APE1 inh: -5%; ALOX12 inh: inconclusive; Pol kappa inh: -7%; BLM helicase inh: 5%; Pol iota inh: 20%; Anesthetic bind: -10%

Later entries
How did COc1ccccc1/C=C1/SC(=O)N(CCC(=O)Nc2ccc(S(=O)(=O)Nc3nccs3)cc2)C1=O do in these assays?
TRHR agonist: 0.6; Pol beta inh: inconclusive; APE1 inh: 2%; ALOX12 inh: -1%; Pol kappa inh: -14%; BLM helicase inh: -18%; Pol iota inh: 50µM*; Anesthetic bind: -17%

Results for O=C(c1ccco1)N1CCN(c2nc(C3CC3)nc3sc4c(c23)CCCC4)CC1 ?
TRHR agonist: -0.1; Pol beta inh: -1%; ERG-DNA inh: 5%; APE1 inh: -2%; Pol kappa inh: -13%; BLM helicase inh: -10%; Pol iota inh: 3%; Anesthetic bind: 1%

Results for Cc1cc(/C=C2\NC(=O)N(Cc3ccc(Cl)cc3)C2=O)c(C)n1C ?
TRHR agonist: -0.6; Pol beta inh: 0%; ERG-DNA inh: 11%; APE1 inh: -3%; ALOX12 inh: inconclusive; Pol kappa inh: -16%; BLM helicase inh: -8%; Pol iota inh: 30%[activator]; Anesthetic bind: -22%

What do the screens show for `CCOC(CCNC(=O)c1cn(C)c(=O)c2c1c1ccccc1n2C)OCC`?
TRHR agonist: -0.3; Pol beta inh: 4%; ERG-DNA inh: -3%; APE1 inh: 10%; ALOX12 inh: 1%; Pol kappa inh: 6%; BLM helicase inh: -2%; Pol iota inh: 13%; Anesthetic bind: -4%

Results for O=C(NCCN1CCCC1)c1ccc(Cl)cc1 ?
TRHR agonist: 1.0; Pol beta inh: 2%; ERG-DNA inh: 9%; APE1 inh: 4%; ALOX12 inh: -1%; Pol kappa inh: 4%; BLM helicase inh: -2%; Pol iota inh: 6%; Anesthetic bind: -3%

How did COc1cc2c(c(OC)c1)C(c1cc(OC)c(OC)c(OC)c1)CC(=O)N2 (stereo not drawn) do in these assays?
TRHR agonist: 0.6; Pol beta inh: 9%; ERG-DNA inh: 5%; ALOX12 inh: -8%; Pol kappa inh: 0%; BLM helicase inh: -5%; Pol iota inh: 21%; Anesthetic bind: 1%

What do the screens show for `CN(C)CCNC(=O)c1cc2c(=O)n(C)c3ccccc3c2n1C`?
TRHR agonist: 0.4; Pol beta inh: 29%; ERG-DNA inh: 5%; APE1 inh: -2%; ALOX12 inh: 0%; Pol kappa inh: 18%; BLM helicase inh: 44%[activator]; Pol iota inh: -14%; Anesthetic bind: -8%

What do the screens show for `Cc1cc(C)c(NC(=O)Cn2c(=O)n(CCC(=O)NCc3ccccc3Cl)c(=O)c3sccc32)c(C)c1`?
TRHR agonist: 0.6; Pol beta inh: 5%; ERG-DNA inh: 10%; ALOX12 inh: inconclusive; Pol kappa inh: 13%; BLM helicase inh: -9%; Pol iota inh: -4%; Anesthetic bind: 2%

Results for O=C(NN=C1CCCC1)c1[nH]c2ccc(Br)cc2c1-c1ccccc1 ?
TRHR agonist: 4.3; Pol beta inh: 1%; ERG-DNA inh: -3%; APE1 inh: -6%; ALOX12 inh: 9%; Pol kappa inh: 8%; BLM helicase inh: -17%; Pol iota inh: -2%; Anesthetic bind: -6%

Results for CCOC(=O)C(=NCCCN1CCOCC1)NNc1cccc(C(F)(F)F)c1 ?
TRHR agonist: 0.9; Pol beta inh: -6%; ERG-DNA inh: 0%; APE1 inh: -4%; ALOX12 inh: inconclusive; Pol kappa inh: -8%; BLM helicase inh: -8%; Pol iota inh: 0%; Anesthetic bind: -7%

What do the screens show for `Cn1ccs/c1=N\C(=O)Nc1cccc(Cl)c1`?
TRHR agonist: 0.0; Pol beta inh: 56%; ERG-DNA inh: -8%; APE1 inh: 5%; ALOX12 inh: -2%; Pol kappa inh: 0%[60.1 µM]; BLM helicase inh: -1%; Pol iota inh: 7%; Anesthetic bind: -8%

What do the screens show for `CCNC(=O)CC1C(=O)N(c2ccc(F)cc2)C(=O)N1Cc1ccccn1` (stereo not drawn)?
TRHR agonist: 0.4; Pol beta inh: 2%; ERG-DNA inh: -3%; APE1 inh: 1%; ALOX12 inh: -2%; Pol kappa inh: -6%; BLM helicase inh: -1%; Pol iota inh: 15%; Anesthetic bind: -8%

Results for C=CCNCCCCOc1ccc(OCC)cc1 ?
TRHR agonist: 1.3; Pol beta inh: -4%; ERG-DNA inh: 3%; APE1 inh: 2%; ALOX12 inh: 1%; Pol kappa inh: -3%; BLM helicase inh: 1%; Pol iota inh: 24%; Anesthetic bind: -19%

Results for CCc1nc(SCC(=O)O)c2c3c(sc2n1)COC(C)(C)C3 ?
TRHR agonist: 0.5; Pol beta inh: 8%; ERG-DNA inh: 25%; APE1 inh: -2%; ALOX12 inh: 0%; Pol kappa inh: -15%; BLM helicase inh: -1%; Pol iota inh: 79%[activator]; Anesthetic bind: 11%

What do the screens show for `Cc1cc(NC(=O)COC(=O)C(Cc2ccccc2)NC(=O)c2ccco2)no1` (stereo not drawn)?
TRHR agonist: 14; Pol beta inh: 40%; ERG-DNA inh: 2%; APE1 inh: -2%; ALOX12 inh: 0%; Pol kappa inh: 2%; BLM helicase inh: -3%; Pol iota inh: 21%; Anesthetic bind: -15%

What do the screens show for `Oc1ccc(/C=N/Nc2cccc(Cl)n2)c(O)c1`?
TRHR agonist: 0.2; Pol beta inh: 22%; ERG-DNA inh: 0%; APE1 inh: -7%; ALOX12 inh: -8%; Pol kappa inh: 3%; BLM helicase inh: -6%; Pol iota inh: 17%; Anesthetic bind: -9%

What do the screens show for `Oc1cccnc1Sc1cccc(C(F)(F)F)c1`?
ERG-DNA inh: 1%; ALOX12 inh: inconclusive; Pol kappa inh: -11%; Pol iota inh: 24%

Results for COc1ccc(-c2ccc(CCC(=O)O)n2CC(=O)Nc2cccc(OC)c2)cc1 ?
TRHR agonist: 1.0; Pol beta inh: 2%; ERG-DNA inh: 1%; APE1 inh: -2%; ALOX12 inh: 0%; Pol kappa inh: 9%; BLM helicase inh: -3%; Pol iota inh: 19%; Anesthetic bind: -5%

A portion of the library; the hit share may differ from the screen's.
